# GPR151 ag: activators of human GPR151 | Q8TDV0 | PathHunter beta-arrestin GPR151 cells, luminescence | activation, % at 11.2 µM | 650,000 tested, 1% active | AID 1508602; in the data active = activation above about 4.9%;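 note: 0% = median of compound wells and 100% = cells with positive control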
# Target sequence (Q8TDV0 whole entry, looked up): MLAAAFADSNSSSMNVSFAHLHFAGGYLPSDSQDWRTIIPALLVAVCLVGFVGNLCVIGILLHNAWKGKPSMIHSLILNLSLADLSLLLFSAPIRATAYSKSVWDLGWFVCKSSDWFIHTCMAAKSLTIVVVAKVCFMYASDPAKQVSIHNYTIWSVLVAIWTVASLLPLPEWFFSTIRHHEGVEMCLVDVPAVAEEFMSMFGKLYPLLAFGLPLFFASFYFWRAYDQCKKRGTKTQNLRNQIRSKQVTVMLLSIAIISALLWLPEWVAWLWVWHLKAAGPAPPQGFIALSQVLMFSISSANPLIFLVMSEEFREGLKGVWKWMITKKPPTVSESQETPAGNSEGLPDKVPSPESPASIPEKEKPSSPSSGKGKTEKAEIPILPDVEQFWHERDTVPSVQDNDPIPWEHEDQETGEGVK
# FBW7 act: activators of human E3 ligase FBW7; Q969H0; AlphaScreen FBW7–phospho-cyclin E peptide binding, activator screen; normalized activity (activation), % at 26.1 µM; 650,000 tested, 0.13% active; in the data active = normalized activity above about 1.9%;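 note: purified mutant Fbw7 with reduced substrate affinity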
# MITF inh: human MITF inhibition, primary screen; AID 1259374; AlphaScreen MITF homodimerization, bead proximity signal; inhibition, % at 2.6 µM; O75030; 650,000 tested, 0.91% active; in the data active = inhibition above about 50%;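 note: 0% = vehicle wells with protein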
# Target sequence (O75030 whole entry, looked up): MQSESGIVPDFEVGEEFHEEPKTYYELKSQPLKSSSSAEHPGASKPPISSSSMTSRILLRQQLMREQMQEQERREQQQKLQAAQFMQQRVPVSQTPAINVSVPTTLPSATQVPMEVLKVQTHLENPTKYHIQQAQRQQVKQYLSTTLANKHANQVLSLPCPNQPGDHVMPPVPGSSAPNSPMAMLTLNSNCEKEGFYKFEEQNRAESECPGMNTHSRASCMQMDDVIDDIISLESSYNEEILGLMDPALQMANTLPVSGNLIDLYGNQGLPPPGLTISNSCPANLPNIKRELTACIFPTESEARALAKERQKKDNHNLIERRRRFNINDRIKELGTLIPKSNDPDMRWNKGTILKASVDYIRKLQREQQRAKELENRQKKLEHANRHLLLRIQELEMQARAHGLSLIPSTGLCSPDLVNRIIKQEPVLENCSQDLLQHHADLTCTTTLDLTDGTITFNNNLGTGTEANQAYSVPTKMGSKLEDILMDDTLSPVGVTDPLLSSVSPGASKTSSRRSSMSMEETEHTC
# TEAD-YAP inh: TEAD-YAP interaction inhibition. 640,000 tested, 1.4% active. HEK-TIYL cells, TEAD-Gal4/YAP UAS-luciferase luminescence. inhibition, % at 9.12 µM; in the data active = inhibition above about 32%;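 note: 0% = median of test compound wells and 100% = reference inhibitor wells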
# Starred values were filed as active, the others as inactive.
1	c1ccc(CNc2nc(NC3CCN(Cc4ccccc4)CC3)nc3c2ncn3-c2ccccc2)cc1
2	O=C(CCCN1C(=O)c2cccc3cccc(c23)C1=O)NCc1ccco1
3	CC(C)(C)n1nnnc1CN(Cc1ccccc1)Cc1cc2cc3c(cc2[nH]c1=O)OCO3
4	COc1ccc(C2NC3=C(CCC3)C3(C#N)C(OC)(OC)N=C(N)C23C#N)cc1 (stereo not drawn)
5	COc1ccc(-c2cn(-c3ccc(OC)cc3)c(SCC(=O)Nc3ccccc3C)n2)cc1
6	O=[N+]([O-])c1cc(Cl)c(O)c2ncccc12
7	CSc1nnc(C)c(=O)n1COC(=O)c1ccc(S(=O)(=O)N(C)C)cc1
8	CC(Oc1ccccc1)C(=O)O/N=C(\N)c1cccc(Br)c1 (stereo not drawn)

compound no.,1,2,3,4,5,6,7,8
GPR151 ag,2.0,0.1,-0.8,-0.9,-0.3,-1.2,-1.1,-0.9
FBW7 act,0.0,0.0,0.0,-0.1,-0.2,-0.2,1.1,0.2
MITF inh,6.1,5.3,4.3,4.0,-7.8,37.2,12.4,-0.6
TEAD-YAP inh,1.0,1.7,4.5,-3.5,-3.2,9.5,-11.6,0.4

9	CCOC(=O)Oc1c(-c2ccc(OC)c(OC)c2)oc2ccccc2c1=O
10	Cc1cc(C)nc(NS(=O)(=O)c2ccc(NC(=O)c3ccc(S(=O)(=O)N4CCOCC4)cc3)cc2)n1
11	CCC(=O)Oc1ccc(C(=O)N2CC(C)OC(C)C2)cc1 (stereo not drawn)
12	CC(C)C(=O)n1nc(-c2ccc(Cl)cc2)nc1NCc1ccco1
13	Nc1nnnn1CC(=O)N(Cc1ccccc1)C1(C(=O)Nc2ccccc2)CCCCC1
14	COC(=O)C1=C(C)N(Cc2cccnc2)C(=O)/C1=C\c1sccc1C
15	COc1ccc(C(=O)/C=C\N2CCOCC2)cc1
16	O=C(Nc1cccc(C(F)(F)F)c1)c1cnn2c1NC(c1ccco1)CC2C(F)(F)F (stereo not drawn)

compound no.,9,10,11,12,13,14,15,16
GPR151 ag,-0.7,2.1,-1.1,0.5,0.3,0.8,4.0,-0.1
FBW7 act,-0.3,0.1,0.0,0.0,0.1,0.1,0.0,-0.1
MITF inh,10.4,18.4,-5.7,2.4,5.4,16.9,17.6,-5.2
TEAD-YAP inh,-34.6,6.3,2.5,-31.7,5.5,2.8,6.6,-17.9

17	CCc1ccc(-c2cc(C(=O)Nc3sc4c(c3C(N)=O)CCCCCC4)c3ccccc3n2)cc1
18	COc1ccc(COC(=O)C2=C(C)NC3=C(C(=O)CCC3)C2c2ccc(OC(C)=O)c(OC)c2)cc1 (stereo not drawn)
19	O=C(CSc1nnc(-c2ccco2)o1)c1ccccc1
20	COc1cccc(NC(=O)COc2ccc(C(C)(C)C)cc2)c1
21	COC(=O)CCC(=O)Nc1nnc(C(F)(F)F)s1
22	CC(=O)N1CCc2cc(S(=O)(=O)C(C)CC(=O)NCc3ccco3)ccc21 (stereo not drawn)
23	Cc1cc(C)cc(NC(=O)CSc2nnc(Cc3cccn3C)n2C)c1
24	Cc1cc(C)nc(NC(=O)c2ccc(-c3ccccc3)cc2)c1

compound no.,17,18,19,20,21,22,23,24
GPR151 ag,-0.4,-1.8,1.2,-1.1,-0.1,-1.2,3.2,-0.6
FBW7 act,0.1,0.0,0.3,0.2,0.1,0.0,-0.3,-0.1
MITF inh,10.5,-5.3,15.8,12.4,14.5,2.8,3.9,0.5
TEAD-YAP inh,-5.8,-2.2,-22.8,-38.2,5.1,-1.0,5.3,-40.9

25	COc1ccc(/C=C2\C(=O)NC(=O)N(c3ccc([N+](=O)[O-])cc3)C2=O)cc1OC
26	CC(C)n1c(Nc2ccc3ncccc3c2)nc2c(NCCCN3CCCC3=O)ncnc21
27	CCOC(=O)C(C)Oc1ccc2c(=O)c(Oc3ccc(OC)cc3)coc2c1 (stereo not drawn)
28	CC(C)C(C(=O)Nc1ccc([N+](=O)[O-])cc1Br)N1C(=O)c2ccccc2C1=O (stereo not drawn)
29	N#Cc1ccc(-c2csc(NC(=O)c3cc(Cl)ccc3[N+](=O)[O-])n2)cc1
30	Cc1ccc(F)cc1N1C(=O)CSC1c1ccccc1Br (stereo not drawn)
31	O=C(Nc1ccc(F)cc1)/C(=C/c1ccc([N+](=O)[O-])cc1)NC(=O)c1ccccc1
32	COc1ccccc1CN1CCN2C(=O)[C@@H](CC(C)C)NC(=O)[C@H]2C1

compound no.,25,26,27,28,29,30,31,32
GPR151 ag,-0.8,1.2,-0.2,-1.1,3.3,-0.1,-1.0,0.8
FBW7 act,1.2,0.0,0.2,0.0,0.0,0.0,0.0,0.1
MITF inh,4.3,2.1,2.9,13.3,3.2,18.1,-0.1,14.3
TEAD-YAP inh,-8.5,13.2,7.1,-1.0,-10.5,-3.4,7.0,2.9

33	CC1=C(C(=O)Nc2ccc(F)c(F)c2)C(c2cccc3ccccc23)NC(=S)N1 (stereo not drawn)
34	C=CCC1N(c2ccccc2)C(=O)C2C(C(=O)O)C3C=CC21O3 (stereo not drawn)
35	O=C(CSc1nc2ccsc2c(=O)n1Cc1ccccc1Cl)Nc1ccccc1C(F)(F)F
36	COc1ccccc1CNC(=O)CCc1nnc(Cc2c[nH]c3ccccc23)o1
37	O=C(Nc1cccc(C(F)(F)F)c1)c1cccc(Cl)c1Cl
38	Cc1nc(SCC(=O)Nc2nc3ccccc3s2)c(C#N)c(C)c1C
39	COC(=O)c1ccc(OCCCCN2CCCC(C)C2)cc1 (stereo not drawn)
40	Cc1noc2nc(-c3cccnc3)cc(C(F)(F)F)c12

compound no.,33,34,35,36,37,38,39,40
GPR151 ag,-0.5,-0.1,-0.5,0.3,-0.2,2.6,0.1,-1.5
FBW7 act,0.0,0.0,-0.3,-0.1,1.2,0.1,-0.1,0.0
MITF inh,4.1,12.4,-1.3,4.8,25.0,-4.4,34.8,14.0
TEAD-YAP inh,10.6,-2.1,-7.7,8.7,-12.4,95.0*,4.3,1.1

# Of the compounds above, 4 contain two or more sulfur atoms:
7	CSc1nnc(C)c(=O)n1COC(=O)c1ccc(S(=O)(=O)N(C)C)cc1
10	Cc1cc(C)nc(NS(=O)(=O)c2ccc(NC(=O)c3ccc(S(=O)(=O)N4CCOCC4)cc3)cc2)n1
35	O=C(CSc1nc2ccsc2c(=O)n1Cc1ccccc1Cl)Nc1ccccc1C(F)(F)F
38	Cc1nc(SCC(=O)Nc2nc3ccccc3s2)c(C#N)c(C)c1C

compound no.,7,10,35,38
GPR151 ag,-1.1,2.1,-0.5,2.6
FBW7 act,1.1,0.1,-0.3,0.1
MITF inh,12.4,18.4,-1.3,-4.4
TEAD-YAP inh,-11.6,6.3,-7.7,95.0*

# Next part
41	COC(=O)/C(N=Nc1ccc(Br)cc1)=C(/O)CCl
42	O=C(NCc1cccnc1)c1ccc(-c2ccccc2[N+](=O)[O-])o1
43	CN(C)c1ncnc2c1cnn2-c1ccc(F)cc1
44	CC(=O)N1N=C(c2cccs2)CC1c1cn(-c2ccccc2)nc1-c1ccccc1 (stereo not drawn)
45	CCNc1nc(Nc2ccc3c(c2)OCO3)nc(N(CC)CC)n1
46	CC(C)N1C(=O)C(O)(CC(=O)c2ccco2)c2ccccc21 (stereo not drawn)
47	Fc1ccc(-c2cc(-c3nc(-c4ccc(C(F)(F)F)cc4)no3)c3ccccc3n2)cc1
48	O=C(Cc1ccc(Cl)cc1)Nc1ccc2oc(-c3ccccc3F)nc2c1

compound no.,41,42,43,44,45,46,47,48
GPR151 ag,-5.6,-0.6,-1.2,0.3,-1.1,-0.2,-0.5,-0.5
FBW7 act,0.4,0.1,0.1,1.1,-0.1,0.0,0.6,0.1
MITF inh,8.5,18.4,6.6,13.6,0.5,-7.3,10.6,1.6
TEAD-YAP inh,22.4,-3.5,-24.3,10.8,-21.2,-2.2,14.2,-13.5

49	O=C(COC(=O)c1ccc2c3c1C1C=CCC1CN3CC1CC=CC21)c1ccc([N+](=O)[O-])cc1 (stereo not drawn)
50	O=c1[nH]c(O)c(C=NCc2ccccc2)c(=O)[nH]1
51	O=C(NC1CCCCCCC1)c1ccc(Br)o1
52	Cc1noc(C)c1-c1nc(NCc2cccnc2)c2ncn(C(C)C)c2n1
53	CC(=O)c1ccc(OCCCC(=O)Nc2cccnc2)cc1
54	CC(Cc1nc2cc([N+](=O)[O-])ccc2n1CCO)Oc1ccc(Cl)cc1 (stereo not drawn)
55	O=C(CN1C(=O)NC(c2ccccc2)(c2ccccc2)C1=O)Nc1ccc(F)c(Cl)c1
56	COc1ccc(NC(=O)COc2ccc(-c3ccccc3)cc2)cc1OC

compound no.,49,50,51,52,53,54,55,56
GPR151 ag,-2.0,0.2,-0.8,-1.2,-0.5,1.1,-0.3,-1.9
FBW7 act,-0.4,0.0,0.1,0.0,0.0,-0.1,0.0,0.3
MITF inh,-1.6,11.7,5.0,17.2,-13.3,3.7,2.6,9.9
TEAD-YAP inh,9.2,3.4,-22.1,-7.9,0.1,4.0,3.8,6.0

# As entered above:
# O=C(NC1CCCCCCC1)c1ccc(Br)o1 – GPR151 ag: -0.8
# CC(=O)c1ccc(OCCCC(=O)Nc2cccnc2)cc1 – GPR151 ag: -0.5

# (list continues)
57	COC(=O)C(CC(C)C)NC(=O)CSc1nnc2c3ccccc3n(C)c2n1 (stereo not drawn)
58	COC(=O)c1c(C)oc2ccc(NS(=O)(=O)c3ccc(C(C)(C)C)cc3)cc12
59	CCC(=O)N(CCC1(c2ccccc2)CCOC(C)(C)C1)Cc1ccc(OC(C)C)cc1 (stereo not drawn)
60	CC1CCN(C(=O)C2Cc3ccccc3CN2S(=O)(=O)c2ccc(F)cc2)CC1 (stereo not drawn)
61	CCCCn1c(CNC(=O)COc2ccc(Cl)cc2)nnc1SCC(=O)Nc1sc2c(c1C(=O)OCC)CCC2
62	O=C(Cc1csc(Nc2ccccc2)n1)N1CCc2ccccc2C1
63	Cc1ccc(C(=O)Nc2ccc(Cl)cc2)o1
64	CCCC(=O)n1nc(-c2ccccc2)nc1NCc1ccc(OC)cc1

compound no.,57,58,59,60,61,62,63,64
GPR151 ag,0.6,0.3,1.3,-0.5,-0.5,0.9,-1.3,0.4
FBW7 act,-0.1,0.0,-0.1,0.6,0.0,0.2,0.0,0.1
MITF inh,1.2,7.6,1.6,15.6,9.2,7.2,3.1,2.8
TEAD-YAP inh,5.6,28.5,-4.4,-0.9,1.8,11.5,-41.7,-20.8

# An excerpt from above with just TEAD-YAP inh.
No.	SMILES	TEAD-YAP inh
58	COC(=O)c1c(C)oc2ccc(NS(=O)(=O)c3ccc(C(C)(C)C)cc3)cc12	28.5
59	CCC(=O)N(CCC1(c2ccccc2)CCOC(C)(C)C1)Cc1ccc(OC(C)C)cc1 (stereo not drawn)	-4.4
60	CC1CCN(C(=O)C2Cc3ccccc3CN2S(=O)(=O)c2ccc(F)cc2)CC1 (stereo not drawn)	-0.9
61	CCCCn1c(CNC(=O)COc2ccc(Cl)cc2)nnc1SCC(=O)Nc1sc2c(c1C(=O)OCC)CCC2	1.8
62	O=C(Cc1csc(Nc2ccccc2)n1)N1CCc2ccccc2C1	11.5
63	Cc1ccc(C(=O)Nc2ccc(Cl)cc2)o1	-41.7
64	CCCC(=O)n1nc(-c2ccccc2)nc1NCc1ccc(OC)cc1	-20.8

# The results go on:
65	COc1cccc2c1CC(c1nc3ccc(-c4ccnc(N)n4)cc3[nH]1)CO2 (stereo not drawn)
66	CCCCNS(=O)(=O)c1ccc2nc(-c3cccnc3)cc(C(=O)NC(C)C)c2c1
67	CC(C)c1ccc(NC(=O)c2nc3ncccn3n2)cc1
68	O=C(Cn1c(=O)n(C2CCCC2)c(=O)c2ccccc21)NCc1ccco1
69	O=C(CSc1nc2ccccc2c(=O)n1-c1ccc2c(c1)OCO2)Nc1ccccc1Cl
70	NC(=O)c1ccccc1Nc1ccnc(-c2cc(Cl)ccc2F)c1
71	O=C(c1ccc(NC(=S)Nc2ccc([N+](=O)[O-])cc2)cc1)N1CCCC1
72	CCOc1cccc(-c2cc(C(=O)N3CC(C)CC(C)C3)c3ccccc3n2)c1 (stereo not drawn)

compound no.,65,66,67,68,69,70,71,72
GPR151 ag,-0.6,2.1,-0.3,-0.3,0.6,2.1,-0.4,1.1
FBW7 act,0.0,-0.2,0.8,-0.1,-0.2,-0.1,-0.1,-1.0
MITF inh,7.9,4.2,1.5,2.5,-11.1,6.1,7.8,9.7
TEAD-YAP inh,50.0*,9.7,-23.2,1.3,0.1,12.2,-1.5,-29.9

73	Cc1nn(C)c(C)c1-c1nc2ncnc(NCc3cccc(C(F)(F)F)c3)c2[nH]1
74	Cc1ccc2nc(-c3cccc([N+](=O)[O-])c3)oc(=O)c2c1
75	O=[N+]([O-])c1ccc(N/N=C/c2ccc(Oc3ccc([N+](=O)[O-])cc3[N+](=O)[O-])cc2)nc1
76	CCN(CC)S(=O)(=O)c1cccc(-c2n[nH]c(=S)n2/N=C/c2ccc(OC)cc2)c1
77	COc1ccc(F)c(CN2CCc3nnc(C(C)NC(=O)c4cccnc4)n3CC2)c1 (stereo not drawn)

compound no.,73,74,75,76,77
GPR151 ag,0.7,-4.6,-1.3,0.8,-0.1
FBW7 act,0.1,0.0,0.9,0.0,0.1
MITF inh,-14.0,-0.5,17.6,2.9,10.1
TEAD-YAP inh,-4.0,5.0,-10.8,-4.2,7.9

# Source: PubChem
